bub3: NCI yeast anticancer drug screen, S. cerevisiae bub3 mutant strain; growth inhibition, % at 50 µM; 78,000 compounds, 9.9% hits;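 also: 0% = growth of vehicle-only cultures of the same strain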
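Screening used yeast with an engineered genetic alteration affecting cell cycle control. Compound-exposed cultures were compared with vehicle cultures, and reduced growth was taken as inhibition.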
yeast sgs1 mgt1: NCI yeast anticancer drug screen, S. cerevisiae sgs1 mgt1 strain; growth inhibition, % at 50 µM; 78,000 compounds, 10% hits;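 also: 0% = growth of vehicle-only cultures of the same strain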
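Percent growth inhibition was derived by comparing compound-exposed mutant yeast with vehicle-exposed cultures. The strain carries alterations in DNA damage repair.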
cln2 rad14: NCI yeast anticancer drug screen, S. cerevisiae cln2 rad14 strain | growth inhibition, % at 50 µM | 78,000 compounds, 8.3% hits;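 also: 0% = growth of vehicle-only cultures of the same strain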
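Yeast strain cln2 rad14, bearing defects in cell cycle control and DNA repair, serves as the test system; values reflect growth inhibition compared with vehicle.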
yeast mlh1 rad18: NCI yeast anticancer drug screen, S. cerevisiae mlh1 rad18 strain; % growth inhibition at 50 µM; 79,000 compounds, 11% hits; AID 175, 2004;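 also: 0% = growth of vehicle-only cultures of the same strain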
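Read-out is yeast growth inhibition, calculated against vehicle-only controls. The compound was applied to a strain engineered with DNA damage repair alterations.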
mec2-1: NCI yeast anticancer drug screen, S. cerevisiae mec2-1 strain. % growth inhibition at 50 µM. AID 157, 2004. 79,000 compounds, 9% hits;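 also: 0% = growth of vehicle-only cultures of the same strain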
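Yeast mec2-1 mutant treated with compound. Readout: growth inhibition vs vehicle controls.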
yeast rad50: NCI yeast anticancer drug screen, S. cerevisiae rad50 strain. 79,000 compounds, 10% hits. growth inhibition, % at 50 µM. AID 155, 2004;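 also: 0% = growth of vehicle-only cultures of the same strain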
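Vehicle-treated cultures provide the reference for the growth inhibition reported for compound-exposed, repair-deficient yeast.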
Starred values were filed as active, the others as inactive; · = not tested or not shown; & = joins results of further samples. Rule as the data show it: active = growth inhibition above about 70%; inactive = the rest.

Every second line gives: bub3, yeast sgs1 mgt1, cln2 rad14, yeast mlh1 rad18, mec2-1, yeast rad50
> Cc1ccc(S(=O)(=O)/C(C#N)=C/NS(=S)c2ccncc2)cc1 (centres undefined)
  -4, -19, -3, 4, -2, -12
> O=C(O)/C=C/C(=O)c1ccc(O)cc1
  92*, 95*, 91*, 96*, 96*, 96*
> COC(=O)C(C)Oc1ccc(O)cc1 (centres undefined)
  20, 5, 8, 10, -3, 22
> CCCCOC(=O)c1ccc(C(C)C)cc1
  8, 9, -19, 4, 7, 9
> O=c1[nH]c(-c2cccnc2)nnc1-c1ccc(Cl)cc1
  28, 10, 28, 4, 2, 17
> CC(=O)CC(=O)NC1CCCCCC1
  29, 21, 24, 22, -15, 25
> COC(=O)c1c2c(cc3c1CC1(Cc4ccccc4C1=O)C3)CCC2 (centres undefined)
  9, 14, -17, -40, 5, -23
> CO[C@H]1C=C[C@]23c4cc5c(cc4CN(CC2O)[C@@H]3C1)OCO5 (some centres undefined)
  3, 26, 13, -21, -12, 9
> c1ccc(COC[C@H]2O[C@@H](c3ccccc3)C[C@@H](OCc3ccccc3)C2OCc2ccccc2)cc1 (some centres undefined)
  -12, -2, 0, 5, -12, -20
> COC(=O)C(C(=O)C(=O)NC1=C(Cl)C(=O)c2ccccc2C1=O)c1csc(-n2nc(-c3ccccc3)cc2-c2ccccc2)n1 (centres undefined)
  26, -14, 1, -5, -27, 0
> COC1OC(CO)C(O)C(NC(=O)[C@H](Cc2ccc(O)cc2)NC(=O)OCc2ccccc2)C1O (some centres undefined)
  0, 3, -6, 7, -4, 9
> CCSc1nc2ccc(NC(=O)CCC(=O)O)cc2s1
  10, 8, 17, 21, -7, 28
> CCOc1ccc(/C=N\N=C\c2ccc(OCC)cc2)cc1
  ·, ·, ·, -13, -27, -2
> COc1cc(CO)c([N+](=O)[O-])c(OC)c1OC
  -1, -9, -4, 1, 10, 11
> O=[N+]([O-])C(/C=C(\Cl)[N+](=O)[O-])=C1Nc2ccccc2N1
  21, 57, 19, 50, 45, 30
> CCC(C)(O)P(=O)(O)O (centres undefined)
  1, 0, -30, 8, 7, 5
> O=C(O)CCCc1ccc2c(c1)-c1ccccc1S2=O (centres undefined)
  -4, 1, -4, 13, 4, 1
> Cc1cc(Nc2ccc3c(c2)OCO3)c2cc(C3CCCCC3)ccc2n1
  -21, -10, -7, 3, -4, 4
> CCN(Cc1ccccc1)C(=O)Nc1ccc(OC)cc1
  30, 3, -6, -26, 18, 2
> C=C1C(=O)OC2C=C(CCC(C)=O)C(C)C(OC(C)=O)CC12 (centres undefined)
  -2, 16, 0, -4, -29, -8
> CSC1C(=O)Nc2ccc([N+](=O)[O-])cc21 (centres undefined)
  -40, 0, -19, -1, -13, -12
> CNCC(=O)OC
  3, -20, -7, 3, 0, 5
> C=CCN=C(N)SCCN(CCSC(N)=NCC=C)C(N)=O
  4, 36, 34, 13, 11, 36
> O=c1c2ccccc2nc(-c2ccccc2)n1O
  98*, 99*, 97*, 98*, 98*, 99*
> O=[N+]([O-])/C=C/c1ccco1
  99*, 89*, 98*, 99*, 99*, 99*
> COc1ccc2ccccc2c1C=O
  5, 40, -16, 48, 23, 33
> CSc1nc(C)c(CCOC(C)=O)c(N=P(c2ccccc2)(c2ccccc2)c2ccccc2)n1
  96*, 96*, 75*, 95*, 94*, 92*
> CCOc1ccc(-n2c(C)c(COC(=O)NC)c(COC(=O)NC)c2C)cc1
  67, 69, 4, 92*, -6, 16
> O=C1CCCC23C4CCCC4C12C1CCCC13 (centres undefined)
  24, 9, -34, 18, 8, 28
> CC(=O)OC(Cn1cncn1)(Cn1cncn1)c1ccc(Cl)cc1Cl
  40, 58, 47, 57, 32, 44
> CCC(=O)Oc1c(Cl)cc(Cl)c(Cl)c1Cl
  14, 48, 5, 74*, 14, 43
> O=C(CCCCC(=O)NC1c2ccccc2Oc2ccccc21)NC1c2ccccc2Oc2ccccc21
  9, 31, 32, 31, 12, 35
> CCC(=O)Oc1cc(C(C)C)ccc1C
  1, 1, 12, 4, 5, 12
> CC(C)(CO)C(Cl)C(=O)NCCC(=O)O (centres undefined)
  16, -13, -2, -13, -15, -6
> CCCCCCCCCC(=O)OCC1OC(n2cc(F)c(=O)[nH]c2=O)C(NC(=O)OCc2ccccc2)C(OC(=O)CCCCCCCCC)C1O (centres undefined)
  0, -12, 7, -21, -10, -6
> O=C(O)C(c1ccccc1)c1ccccc1
  8&-31, -22&2, 9&4, -115&-12, -7&9, -1&3
> CS(=O)(=O)OCCN(CCOS(C)(=O)=O)c1ccc([N+](=O)[O-])cc1[N+](=O)[O-]
  -4, 0, 25, 14, -6, 23
> CSc1nc2nc[nH]c(=O)c2[nH]1
  -5, -6, -14, -2, -12, -4
> CSc1ncnc2c1ccn2C1OC(COP(=O)(O)O)C(O)C1O (centres undefined)
  -37, -3, -2, -2, -1, 22
> CCCCOC(=O)C1CN2C=CC=NC2=NC1(C(F)(F)F)C(F)(F)F (centres undefined)
  3, 7, 1, -43, 27, -16
> ClC(Cl)(Cl)c1ccc(C2OCCO2)cc1
  -22, -8, -27, 0, -7, -18
> CS(=O)(=O)OCCN(CCOS(C)(=O)=O)c1ccc(C=Nc2ccc(C(=O)O)c(O)c2)cc1
  20, 80*, 79*, 94*, 85*, 84*
> N#Cc1cccc[n+]1[O-]
  -10, -3, -1, 7, -14, -9
> COc1ccc(NC(=O)NCc2cccc(Cl)c2)cc1
  -9, 32, -8, 44, 35, 3
> COC(=O)c1cccnc1C#N
  1, 3, -6, 0, -1, 2
> CC(C)Nc1ncnc2c1cnn2C
  -2, -22, -11, 0, 18, -2
> NC(=O)NC1C(c2ccccc2)=C1c1ccccc1
  -29, 17, 38, 45, 13, 92*
> NC(=O)c1nnc2ccc(F)cc2c1N
  -9, -23, -3, -27, -37, -35
> COC(=O)CNC(=O)c1cccc([N+](=O)[O-])c1
  7, -6, -21, -7, 1, -7
> C1=C(c2ccccc2)C(=Nc2ccccc2)SC1=Nc1ccccc1
  99*, 100*, 99*, 99*, 99*, 99*
> CCC(CC)COC(=O)c1ccccc1
  17, -4, -15, -1, -7, 1
> Clc1cc2c(c(CSC3=NCN(CC4CC4)CN3)c1)OCOC2
  -16, 6, 8, -2, -30, 8
> C=CCN=C1NC(=O)C(CC(=O)Nc2ccc(C)cc2)S1 (centres undefined)
  7, 0, 17, 8, 0, -23
> O=C(NNCCO)C(O)C(O)C(O)C(O)CO (centres undefined)
  -5, 3, 5, 13, 7, -31
> CS(=O)(=O)O.[Ag]
  92*, 94*, 92*, 44, 93*, 92*
> N#Cc1c2c(c(-c3cccs3)n(C3OC(CO)C(O)C(O)C3O)c1=S)CCc1ccccc1-2 (centres undefined)
  1, -3, -20, 2, -10, 11
> Oc1ccc(COCCBr)c2cccnc12
  99*, 99*, 99*, 99*, 99*, 99*
> Oc1[nH]c2ccccc2c1N=NC(=S)N1CCCCC1
  90*, 87*, 85*, 86*, 80*, 75*
> COc1cc(C2c3cc4c(cc3OC(NNS(=O)(=O)c3ccc(C)cc3)C2C)OCO4)cc(OC)c1OC (centres undefined)
  11, 11, -3, 12, -15, 6
> Nc1nc(-c2ccco2)cc(-c2ccco2)n1
  -20, -19, 13, -31, -23, -23

Record cards, from the list above. Screens in order: bub3, yeast sgs1 mgt1, cln2 rad14, yeast mlh1 rad18, mec2-1, yeast rad50
CCCCOC(=O)c1ccc(C(C)C)cc1 across the screens: 8, 9, -19, 4, 7, 9
COC(=O)CNC(=O)c1cccc([N+](=O)[O-])c1 across the screens: 7, -6, -21, -7, 1, -7
C=CCN=C(N)SCCN(CCSC(N)=NCC=C)C(N)=O across the screens: 4, 36, 34, 13, 11, 36
O=c1c2ccccc2nc(-c2ccccc2)n1O across the screens: 98*, 99*, 97*, 98*, 98*, 99*

The list continues:
Every second line gives: bub3, yeast sgs1 mgt1, cln2 rad14, yeast mlh1 rad18, mec2-1, yeast rad50
> CC(=O)OC1CC(OC(C)=O)C(OC(C)=O)CC1OC(C)=O (centres undefined)
  1, -9, -18, 13, -5, 8
> CC(N)S(=O)(=O)O (centres undefined)
  18, -3, -2, -9, 0, -31
> C=CC(C)C(C)C (centres undefined)
  9, -8, 4, -5, 0, 3
> CCCCSCCC(=O)O
  6, -22, 4, 6, -3, 18
> CC(NC(=O)C(Cc1ccc(O)cc1)NC(=O)C(C)NC(=O)OCc1ccccc1)C(=O)O (centres undefined)
  -6, 14, -4, 17, 13, 12
> CC(=O)NC(C(=O)N1CCCC1C(=O)OCc1ccccc1)C(C)C (centres undefined)
  -3, -3, 12, 3, -25, 5
> Nc1ccc(F)cc1F
  18, -4, -27, 7, -2, 6
> O=C(O)c1c[n+]([O-])ccc1Cl
  -8, -8, -42, 27, -1, 13
> OCCN(CCO)c1ccc(Cc2ccc(N(CCO)CCO)cc2)cc1
  -12, -17, -7, -28, -1, -17
> NC12CCC(CC1=O)C2 (centres undefined)
  0, -17, -22, -39, 2, -12
> OCCNCNc1nc(NCNCCO)nc(N(CNCCO)CNCCO)n1
  14, 28, 7, 5, 21, 11
> Clc1ccc(Cl)c(SCCCN2CCNCC2)c1
  82*, 54, 40, 74*, 48, 80*
> Cc1cccc(NC(=O)c2c(Cl)c(Cl)c(Cl)c(Cl)c2C(=O)O)c1C
  6, 3, -35, 9, 2, 10
> CCOC(=O)c1sc2[n+](c1C)C(=O)/C(=C/c1ccc([N+](=O)[O-])cc1)S2
  97*, 97*, 91*, 97*, 97*, 96*
> O/N=C(\CN1CCN(C/C(=N/O)c2ccccc2)CC1)c1ccccc1
  0, 15, -45, 25, 10, -1
> Cc1nc2cc(C)[nH]c(=O)n2n1
  -5, -3, -28, 9, -6, 7
> c1ccc(N=C(Nc2ccccc2)N2CCCC2)cc1
  -20, -28, 6, -19, -14, -33
> Cc1cccc(CC(N)C(=O)O)c1 (centres undefined)
  4, -7, -3, -10, 5, -5
> CCCNCC/C=C/[Si](C)(C)C
  99*, 98*, 98*, 99*, 96*, 99*
> CC(OC(=O)c1ccccc1)C(=O)NCCOC(=O)c1ccccc1 (centres undefined)
  -1, -3, -29, 22, -5, 16
> CCN(CC)CCNc1ccc2ncn3c4ccc(O)cc4c(=O)c1c23
  8, -34, 20, 65, 3, -7
> O=C(NNc1ccccc1)c1ccc(Cl)cc1Cl
  50, 50, 0, 35, -9, 4
> COC1OC(COS(C)(=O)=O)C(OS(C)(=O)=O)C(OC(=O)c2ccccc2)C1OS(C)(=O)=O (centres undefined)
  -1, -10, 1, 21, 8, -6
> O=C(Nc1ccc([N+](=O)[O-])cc1)c1ccc(Cl)cc1
  5, -1, -50, -37, 8, -5
> O=C1OCC/C1=C\c1ccccc1
  7&-1, -4&-7, -12&-19, -7&16, -10&-4, 3&6
> Cc1ccccc1C(=O)OCC(=O)c1ccc(-c2ccccc2)cc1
  14, -1, -38, -21, -9, -18
> NC(=O)N/N=C(/c1nc2ccc([N+](=O)[O-])cc2[nH]c1=O)C(O)c1ccco1 (centres undefined)
  -19, -11, 20, 4, -10, 5
> Cc1ccnc(NS(=O)(=O)c2ccc(N=CC3C(=O)N(c4ccccc4)N(c4ccccc4)C3=O)cc2)n1
  0, 19, -13, 16, 4, 19
> COc1nc2c(nc(N)n2C2OC(CO)C(O)C(O)C2O)c(=O)n1C (centres undefined)
  11, 12, 18, -24, 11, -21
> Cc1ccc(C)c(CNC(=O)Nc2ccccc2Cl)c1
  5, -23, 7, -18, -14, 12
> O=C(O)c1ccc(Cl)c([N+](=O)[O-])c1
  -19, -1, -31, -50, 1, -9
> NC(N)=NCCC[C@H](N)C(=O)NCC(=O)N[C@@H](CC(=O)O)c1ncc(NC(=O)C(F)(F)F)o1
  -16, 4, -13, -11, 10, -27
> C/C(=C(/C)c1cc[n+](C)cc1)c1cc[n+](C)cc1
  56, 67, 44, 68, 61, 74*
> CONC(=O)CCC(N)C(=O)O (centres undefined)
  21, -10, -13, 3, 3, -5
> O=C1c2ccccc2C(=Nc2ccccc2)c2c1c(O)n(-c1ccccc1)c2O
  -4, -3, 0, -6, 17, -2
> O/N=C/c1ccc(Cc2ccccc2)o1
  -11, 11, -19, 26, 20, 16
> CSC(=S)n1nc(-c2cccs2)c(N=Nc2ccc([N+](=O)[O-])cc2)c1C(F)(F)F
  4, 20, 12, 1, -4, 19
> Cc1nc2ccc(Br)cc2c(=O)n1-c1ccc(-c2n[nH]c(=S)n2-c2ccccc2)cc1
  7, 13, -28, 42, 13, 14
> Cc1ccc(S(=O)(=O)n2ccn3c(=O)cc(C)nc23)cc1
  1, -10, -2, 3, -21, 4
> CC1CCCC2(CN=C(Nc3ccccc3)O2)C1 (centres undefined)
  -10, -7, -75, -6, -8, -14
> Cc1cc(C)nc(NS(=O)(=O)c2ccc(NC(=O)c3ccncc3)cc2)n1
  -8, 3, 10, -17, -17, -8
> CCOc1c(N=Nc2cccc(Cl)c2)c(C)nn1C(N)=S
  -16, 10, -25, 19, 3, 20

Taken from above.
cln2 rad14, `C/C(=C(/C)c1cc[n+](C)cc1)c1cc[n+](C)cc1` is entered as 44
cln2 rad14, `O=C(O)c1ccc(Cl)c([N+](=O)[O-])c1` is entered as -31
